Bioassay records (PubChem)
TcdB inh: blocks C. difficile toxin B glycohydrolase activity; P18177; TcdB glycohydrolase enzymatic assay, plate reader; inhibition, % at 9.99 µM; 350,000 compounds, 0.24% hits; AID 652162; in the data active = inhibition above about 10%
Target sequence (P18177 whole entry, looked up): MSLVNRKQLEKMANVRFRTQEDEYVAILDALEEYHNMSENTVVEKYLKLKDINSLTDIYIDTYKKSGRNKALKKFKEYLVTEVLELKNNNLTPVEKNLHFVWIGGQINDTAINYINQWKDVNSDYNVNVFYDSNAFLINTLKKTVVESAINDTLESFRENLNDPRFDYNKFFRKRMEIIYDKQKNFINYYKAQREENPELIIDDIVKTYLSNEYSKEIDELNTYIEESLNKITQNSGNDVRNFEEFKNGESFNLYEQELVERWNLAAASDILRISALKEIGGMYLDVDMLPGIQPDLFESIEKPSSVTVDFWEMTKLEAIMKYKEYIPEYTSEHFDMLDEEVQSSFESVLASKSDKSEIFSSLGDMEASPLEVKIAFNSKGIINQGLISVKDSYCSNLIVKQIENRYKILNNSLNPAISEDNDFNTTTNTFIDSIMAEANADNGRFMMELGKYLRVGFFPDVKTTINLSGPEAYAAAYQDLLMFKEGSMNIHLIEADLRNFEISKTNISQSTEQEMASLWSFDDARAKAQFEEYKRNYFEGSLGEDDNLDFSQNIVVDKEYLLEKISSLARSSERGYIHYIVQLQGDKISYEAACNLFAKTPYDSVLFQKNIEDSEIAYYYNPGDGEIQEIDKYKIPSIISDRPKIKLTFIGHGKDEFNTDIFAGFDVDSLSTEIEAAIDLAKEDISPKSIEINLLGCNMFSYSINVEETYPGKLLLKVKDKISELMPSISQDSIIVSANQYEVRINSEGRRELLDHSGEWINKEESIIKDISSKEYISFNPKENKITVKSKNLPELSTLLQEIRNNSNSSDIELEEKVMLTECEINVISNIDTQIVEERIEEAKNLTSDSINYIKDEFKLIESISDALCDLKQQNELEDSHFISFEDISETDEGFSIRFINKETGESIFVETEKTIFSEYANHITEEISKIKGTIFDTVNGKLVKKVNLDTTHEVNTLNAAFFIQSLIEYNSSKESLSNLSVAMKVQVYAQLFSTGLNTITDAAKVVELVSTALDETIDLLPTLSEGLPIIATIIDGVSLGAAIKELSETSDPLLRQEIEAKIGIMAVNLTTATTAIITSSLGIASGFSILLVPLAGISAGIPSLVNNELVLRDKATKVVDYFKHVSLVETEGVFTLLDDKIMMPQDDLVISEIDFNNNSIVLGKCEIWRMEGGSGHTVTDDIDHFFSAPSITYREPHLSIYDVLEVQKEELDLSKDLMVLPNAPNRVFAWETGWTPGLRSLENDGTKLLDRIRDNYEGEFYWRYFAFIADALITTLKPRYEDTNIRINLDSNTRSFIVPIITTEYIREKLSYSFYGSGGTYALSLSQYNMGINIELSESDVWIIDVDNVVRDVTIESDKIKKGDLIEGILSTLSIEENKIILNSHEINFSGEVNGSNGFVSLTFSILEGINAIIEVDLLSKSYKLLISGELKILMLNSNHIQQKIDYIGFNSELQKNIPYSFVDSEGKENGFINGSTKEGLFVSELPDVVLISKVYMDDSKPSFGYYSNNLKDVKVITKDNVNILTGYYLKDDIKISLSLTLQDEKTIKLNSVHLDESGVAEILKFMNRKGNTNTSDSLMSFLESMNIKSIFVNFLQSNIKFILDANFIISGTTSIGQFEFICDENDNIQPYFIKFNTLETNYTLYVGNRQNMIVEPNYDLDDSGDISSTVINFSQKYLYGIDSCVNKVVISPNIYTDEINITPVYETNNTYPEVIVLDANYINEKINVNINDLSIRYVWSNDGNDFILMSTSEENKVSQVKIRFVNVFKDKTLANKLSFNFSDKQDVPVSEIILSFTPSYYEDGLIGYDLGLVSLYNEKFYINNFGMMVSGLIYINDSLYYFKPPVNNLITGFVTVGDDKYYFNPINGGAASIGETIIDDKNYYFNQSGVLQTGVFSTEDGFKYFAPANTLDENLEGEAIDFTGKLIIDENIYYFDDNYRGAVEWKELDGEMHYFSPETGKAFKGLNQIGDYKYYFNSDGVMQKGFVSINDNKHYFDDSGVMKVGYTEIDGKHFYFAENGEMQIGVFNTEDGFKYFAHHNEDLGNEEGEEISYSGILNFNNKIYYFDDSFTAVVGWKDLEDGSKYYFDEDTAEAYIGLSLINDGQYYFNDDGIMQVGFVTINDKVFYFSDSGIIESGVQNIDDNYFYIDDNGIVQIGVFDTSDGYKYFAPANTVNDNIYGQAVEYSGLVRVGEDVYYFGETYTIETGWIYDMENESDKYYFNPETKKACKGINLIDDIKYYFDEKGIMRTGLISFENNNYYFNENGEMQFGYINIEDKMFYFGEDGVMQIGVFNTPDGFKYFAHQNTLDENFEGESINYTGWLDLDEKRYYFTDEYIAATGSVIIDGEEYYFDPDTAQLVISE
Numbers without * were called inactive. Some of the compounds tested; the hit share may differ from the screen's.

| compound | TcdB inh |
| --- | --- |
| CO[C@@H]1CN(C)C(=O)c2cc(NS(=O)(=O)CC(F)(F)F)ccc2OC[C@H](C)N(Cc2cccnc2)C[C@H]1C | 1.0 |
| C[C@@H]1CN([C@@H](C)CO)C(=O)c2c(c3ccccc3n2C)-c2ccccc2CO[C@H]1CN(C)Cc1ccc2c(c1)OCCN2C | 1.1 |
| C[C@@H]1CN([C@H](C)CO)C(=O)c2cc(NC(=O)CCN3CCOCC3)ccc2O[C@@H]1CN(C)C | 0.3 |
| C[C@@H]1CCCCO[C@H](CN(C)CC2CCCCC2)[C@H](C)CN([C@@H](C)CO)C(=O)c2cc(NC(=O)c3ccccc3)ccc2O1 | -1.7 |
| COc1ccc2c3c(n(C)c2c1)[C@H](CO)N(C(=O)C1CCCC1)CC31CCN(C(=O)CC2CC2)CC1 | -0.1 |
| O=C(c1ccccc1)N1CC2(C1)[C@H](c1ccccc1)[C@H](CO)N2Cc1cc(F)ccc1F | 1.2 |
| C[C@H]1CN([C@@H](C)CO)C(=O)c2cc(Br)cnc2O[C@@H]1CN(C)C(=O)c1ccccc1 | -1.0 |
| CO[C@@H](CN(C)S(=O)(=O)c1ccccc1)[C@H](C)CN(C(=O)Nc1ccccc1F)[C@H](C)CO | -0.3 |
| C[C@@H]1CN([C@H](C)CO)C(=O)c2cc(NC(=O)CCC(F)(F)F)ccc2O[C@H]1CN(C)C(=O)Nc1ccc(F)cc1 | -0.2 |
| COC(=O)[C@@]12C[C@@H](CC(=O)N3CCOCC3)C(=O)N(Cc3cccc4ccccc34)C1=CCC(C)(C)C2 | 4.7 |
| C[C@@H]1CN([C@@H](C)CO)C(=O)c2cc(C#CCc3ccccc3)cnc2O[C@H]1CN(C)CC1CCOCC1 | -1.5 |
| C[C@@H]1CN([C@@H](C)CO)C(=O)c2cccc(NS(=O)(=O)c3cn(C)cn3)c2O[C@H]1CN(C)CC1CC1 | -2.0 |
| CC(C)NC(=O)N(C)C[C@@H]1Oc2ccc(NC(=O)Cn3cnnn3)cc2CC(=O)N([C@@H](C)CO)C[C@H]1C | -1.4 |
| N#C[C@@H]1[C@@H](c2ccc(/C=C/c3ccccc3)cc2)[C@@H](CO)N1C(=O)C1CCC1 | 0.5 |
| O=C(O)C[C@@H]1CC[C@H](NC(=O)c2ccccc2F)[C@H](CO)O1 | -16 |
| C[C@@H]1CN([C@@H](C)CO)C(=O)c2cccc(NS(=O)(=O)c3cccs3)c2O[C@@H]1CN(C)S(=O)(=O)c1cccs1 | -0.8 |
| O=C(C[C@H]1C=C[C@H](NC(=O)c2ccccn2)[C@@H](CO)O1)NCc1cccc(F)c1 | 0.0 |
| COCC(=O)Nc1ccc2c(c1)C(=O)N(C)C[C@H](OC)[C@@H](C)CN(C(=O)COC)[C@H](C)CO2 | -1.4 |
| Cc1ccc(S(=O)(=O)N(C)C[C@@H]2Oc3c(NC(=O)Nc4ccc(C(F)(F)F)cc4)cccc3C(=O)N([C@H](C)CO)C[C@H]2C)cc1 | -1.1 |
| C[C@@H]1CN([C@H](C)CO)S(=O)(=O)c2ccc(C#C[C@@H](C)O)cc2O[C@@H]1CN(C)C | -0.4 |
| C[C@H](CO)N1C[C@H](C)[C@@H](CN(C)S(=O)(=O)c2ccc(Cl)cc2)OCCCC[C@H](C)Oc2ccc(NC(=O)C3CCCCC3)cc2C1=O | -1.0 |
| O=S(=O)(c1cccs1)N1CCCCN2[C@H](CO)[C@H](c3ccc(C4=CCCCC4)cc3)[C@@H]2C1 | -0.1 |
| O=C([C@@H]1[C@@H](CO)[C@@H]2Cn3c(ccc(-c4ccc(F)cc4)c3=O)[C@H]1N2)N1CCCCC1 | 0.6 |
| COc1ccc(S(=O)(=O)N(C)C[C@@H]2Oc3ccc(NC(=O)CCCCCC(=O)Nc4ccccc4N)cc3C(=O)N([C@H](C)CO)C[C@H]2C)cc1 | 0.9 |
| C[C@@H]1CCCCO[C@@H](CN(C)C(=O)Nc2cccc3ccccc23)[C@H](C)CN([C@H](C)CO)C(=O)c2cc(NC(=O)CCCN(C)C)ccc2O1 | 0.8 |

The final two records of the part before open the next one:
| compound | TcdB inh |
| --- | --- |
| COc1ccc(S(=O)(=O)N(C)C[C@@H]2Oc3ccc(NC(=O)CCCCCC(=O)Nc4ccccc4N)cc3C(=O)N([C@H](C)CO)C[C@H]2C)cc1 | 0.9 |
| C[C@@H]1CCCCO[C@@H](CN(C)C(=O)Nc2cccc3ccccc23)[C@H](C)CN([C@H](C)CO)C(=O)c2cc(NC(=O)CCCN(C)C)ccc2O1 | 0.8 |
| CC(C)NC[C@H]1[C@@H](c2ccc(C3=CCCCC3)cc2)[C@@H](CO)N1C(=O)NC(C)C | -0.3 |
| CCC(=O)N[C@@H]1C=C[C@H](CC(=O)NCC2CCCCC2)O[C@H]1CO | 1.4 |
| COc1ccc(NC(=O)N[C@@H]2CC[C@H](CCNS(=O)(=O)c3ccccc3F)O[C@H]2CO)cc1 | -0.7 |
| O=C(CN1CCOCC1)N[C@@H]1CC[C@H](CCNC(=O)Nc2cc(F)ccc2F)O[C@@H]1CO | 1.8 |
| C[C@@H](NC(=O)C[C@@H]1CC[C@H](NC(=O)c2cccnc2)[C@@H](CO)O1)c1ccccc1 | 0.5 |
| COc1ccc2c3c(n(C)c2c1)[C@H](CO)N(CC1CC1)CC31CN(C(=O)c2ccc3c(c2)OCO3)C1 | 0.7 |
| COc1ccc(NC(=O)Nc2ccc3c(c2)CC(=O)N([C@H](C)CO)C[C@H](C)[C@@H](CN(C)Cc2ccc(C(=O)O)cc2)O3)cc1 | -2.2 |
| Cc1ccc(S(=O)(=O)Nc2ccc3c(c2)CC(=O)N([C@@H](C)CO)C[C@@H](C)[C@@H](CN(C)C(=O)Nc2ccc(F)cc2)O3)cc1 | 0.5 |
| C[C@@H]1CN([C@H](C)CO)C(=O)Cc2cc(NC(=O)Nc3ccc(C(F)(F)F)cc3)ccc2O[C@H]1CN(C)S(=O)(=O)c1cn(C)cn1 | -0.3 |
| C[C@@H]1ON(C)[C@H]2C[C@H]3c4[nH]c5c(-c6ccc(C(F)(F)F)cc6)cccc5c4CCN3C(=O)[C@@H]12 | -5.8 |
| O=C(C1CC1)N1CC2(C1)[C@H](c1ccccc1)[C@H](CO)N2CCC(F)(F)F | 0.4 |
| CCC(=O)Nc1ccc2c(c1)OC[C@H](C)N(C(=O)CN1CCOCC1)C[C@H](C)[C@@H](OC)CN(C)C2=O | -0.2 |
| CCC(=O)NC[C@@H]1[C@H](c2ccc(C3=CCCC3)cc2)[C@H](CO)N1C(C)=O | -2.2 |
| C[C@H]1CCCCO[C@@H](CN(C)C(=O)Nc2ccccc2)[C@@H](C)CN([C@@H](C)CO)C(=O)c2cc(NC(=O)Nc3ccccc3)ccc2O1 | 0.2 |
| Cc1cccc(C)c1NC(=O)C(CCc1ccccc1)N1CCN(C)CC1 (configuration not stated) | 1.0 |
| C[C@@H]1CN([C@H](C)CO)C(=O)CCCn2cc(nn2)CO[C@H]1CN(C)Cc1ccc(C(F)(F)F)cc1 | -1.0 |
| CO[C@@H](CN(C)C(=O)c1ccccc1F)[C@H](C)CN([C@@H](C)CO)S(=O)(=O)c1ccc(C)cc1 | 0.3 |
| CC(C)NC(=O)N(C)C[C@H]1Oc2c(NC(=O)c3ccncc3)cccc2C(=O)N([C@H](C)CO)C[C@H]1C | -0.1 |
| CC(=O)Nc1ccc2c(c1)C(=O)N(C)[C@@H]1CC[C@H](CC(=O)Nc3cn(C)nc3C)O[C@H]1CO2 | 0.2 |
| C[C@H]1CN([C@@H](C)CO)C(=O)c2cccc(N(C)C)c2O[C@H]1CN(C)C(=O)Nc1ccc2c(c1)OCO2 | -0.9 |
| Cc1ccc(S(=O)(=O)N[C@@H]2CC[C@H](CC(=O)N3CCC(Cc4ccccc4)CC3)O[C@H]2CO)cc1 | 0.5 |
| CCN1C(=O)N[C@@H]2C[C@H](C(=O)N3CCCC3)[C@H](C)[C@H](c3ccccc3)C[C@@H]21 | 0.6 |
| CN1C(=O)c2cc(NC(=O)NCc3ccccc3)ccc2OC[C@@H]2O[C@@H](CC(=O)O)CC[C@@H]21 | 0.0 |
| C[C@H]1CN([C@@H](C)CO)C(=O)c2cc(NC(=O)Nc3ccc(F)cc3)ccc2O[C@H]1CN(C)C(=O)NC1CCCCC1 | 0.2 |
| C[C@H](CO)N1C[C@H](C)[C@H](CN(C)C(=O)Nc2cccc3ccccc23)Oc2ncccc2C1=O | 0.7 |
| O=C(C[C@H]1CC[C@H]2[C@@H](COC[C@@H](O)CN2Cc2ccccc2)O1)N[C@H]1CCN(Cc2ccccc2)C1 | -0.6 |
| N#C[C@H]1[C@H](c2ccc(C#Cc3ccccc3F)cc2)[C@H](CO)N1C(=O)C1CC1 | 1.2 |
| C[C@@H]1CN([C@H](C)CO)C(=O)c2cc(-c3ccncc3)cnc2O[C@@H]1CN(C)C(=O)c1ccccc1F | -0.4 |
| O=C(O)C[C@@H]1C=C[C@H](NC(=O)Nc2cc(F)ccc2F)[C@@H](CO)O1 | -0.3 |
| Cc1ccc(S(=O)(=O)Nc2cccc3c2O[C@@H](CN(C)C)[C@H](C)CN([C@H](C)CO)C3=O)cc1 | 0.1 |
| C[C@H](CO)N1C[C@H](C)[C@H](CN(C)C(=O)NC2CCCC2)Oc2ncc(C3=CCCCC3)cc2C1=O | -0.1 |
| COc1ccc(-c2cnc3c(c2)C(=O)N([C@H](C)CO)C[C@H](C)[C@@H](CN(C)C(=O)Cc2ccccc2)O3)cc1 | 0.0 |
| CO[C@@H]1CN(C)C(=O)c2cc(NS(=O)(=O)CC(F)(F)F)ccc2OC[C@@H](C)N(Cc2ccccn2)C[C@@H]1C | -8.2 |
| CCCNC(=O)N1C[C@H]2[C@@H](c3ccccc31)[C@@H](CO)N2Cc1ccc(F)cc1 | 0.0 |
| CCCNC(=O)N(C)C[C@@H]1Oc2cc(C#CCC(C)C)ccc2S(=O)(=O)N([C@H](C)CO)C[C@@H]1C | 0.5 |
| Cc1noc(C)c1NC(=O)N(C)C[C@H]1OCCCC[C@H](C)Oc2ccc(N(C)C)cc2C(=O)N([C@H](C)CO)C[C@H]1C | -13 |
| O=C(C[C@@H]1CC[C@@H]2[C@H](COC[C@H](O)CN2S(=O)(=O)c2ccc(Oc3ccccc3)cc2)O1)NCCN1CCCCC1 | 0.4 |
| C[C@@H]1CN([C@@H](C)CO)C(=O)c2cccc(NC(=O)C3CCOCC3)c2O[C@H]1CN(C)C(=O)Nc1ccc(C(F)(F)F)cc1 | -0.2 |
| COc1ccc(CN(C)C[C@@H]2OCCCC[C@H](C)Oc3ccc(N(C)C)cc3C(=O)N([C@H](C)CO)C[C@@H]2C)cc1 | -33 |
| CCCC#Cc1cnc2c(c1)C(=O)N([C@H](C)CO)C[C@@H](C)[C@@H](CN(C)C(=O)C1CCC1)O2 | 1.3 |
| CO[C@H]1CN(C)C(=O)c2ccc(NC(=O)C3CCCC3)cc2OC[C@H](C)N(C(=O)CC2CC2)C[C@@H]1C | 1.0 |
| CC(C)NC(=O)N(C)C[C@@H]1OCCCC[C@H](C)Oc2ccc(NC(=O)Cc3ccccc3)cc2C(=O)N([C@@H](C)CO)C[C@H]1C | 0.5 |
| COc1ccc(NC(=O)N2C[C@@H]3N[C@H](C2)[C@@H]3c2ccc(-c3ccc(OC)cc3)cc2)cc1 | -0.5 |
| CNC[C@H]1Oc2ccc(NS(=O)(=O)c3ccc(F)cc3)cc2C(=O)N([C@H](C)CO)C[C@@H]1C | -7.0 |
| C[C@H]1CN([C@@H](C)CO)S(=O)(=O)c2ccc(-c3ccccc3)cc2O[C@@H]1CN(C)C(=O)c1ccc2c(c1)OCO2 | -1.1 |
| Cc1ccc(S(=O)(=O)Nc2ccc3c(c2)C(=O)N([C@H](C)CO)C[C@@H](C)[C@@H](CN(C)C(=O)Nc2ccc(F)cc2)O3)cc1 | 0.8 |
| C[C@H](CO)N1C[C@H](C)[C@@H](CN(C)S(=O)(=O)c2ccc(Cl)cc2)Oc2ccc(NC(=O)Cc3ccccc3)cc2CC1=O | 0.8 |
| C[C@@H]1CN([C@H](C)CO)C(=O)c2cc(NC(=O)Nc3ccc4c(c3)OCO4)ccc2O[C@H]1CN(C)Cc1ccc(C(=O)O)cc1 | 1.1 |
| C[C@@H]1CCCCO[C@H](CN(C)C)[C@@H](C)CN([C@@H](C)CO)C(=O)c2cc(NS(=O)(=O)c3ccc(Cl)cc3)ccc2O1 | -0.4 |
| C[C@@H]1CCCCO[C@H](CN(C)Cc2ccc3c(c2)OCO3)[C@H](C)CN([C@@H](C)CO)C(=O)c2cc(NC(=O)c3ccncc3)ccc2O1 | -21 |

Taken from above:
`CCCC#Cc1cnc2c(c1)C(=O)N([C@H](C)CO)C[C@@H](C)[C@@H](CN(C)C(=O)C1CCC1)O2` @ TcdB inh: 1.3
`C[C@@H]1CN([C@@H](C)CO)C(=O)c2cccc(NC(=O)C3CCOCC3)c2O[C@H]1CN(C)C(=O)Nc1ccc(C(F)(F)F)cc1` @ TcdB inh: -0.2
`C[C@H]1CN([C@@H](C)CO)S(=O)(=O)c2ccc(-c3ccccc3)cc2O[C@@H]1CN(C)C(=O)c1ccc2c(c1)OCO2` @ TcdB inh: -1.1
`CO[C@@H]1CN(C)C(=O)c2cc(NS(=O)(=O)CC(F)(F)F)ccc2OC[C@@H](C)N(Cc2ccccn2)C[C@@H]1C` @ TcdB inh: -8.2
`COc1ccc(CN(C)C[C@@H]2OCCCC[C@H](C)Oc3ccc(N(C)C)cc3C(=O)N([C@H](C)CO)C[C@@H]2C)cc1` @ TcdB inh: -33
`C[C@@H]1CCCCO[C@H](CN(C)Cc2ccc3c(c2)OCO3)[C@H](C)CN([C@@H](C)CO)C(=O)c2cc(NC(=O)c3ccncc3)ccc2O1` @ TcdB inh: -21

(more compounds)
| compound | TcdB inh |
| --- | --- |
| CC(C)NC(=O)N(C)C[C@H]1Oc2ccc(NC(=O)NC3CCCCC3)cc2C(=O)N([C@H](C)CO)C[C@H]1C | 0.8 |
| C[C@H](CO)N1C[C@H](C)[C@@H](CN(C)Cc2ccncc2)Oc2ccc(NS(=O)(=O)c3ccc(Cl)cc3)cc2CC1=O | -0.6 |
| C[C@@H]1CN([C@@H](C)CO)C(=O)CCCn2nncc2CO[C@@H]1CN(C)C(=O)Nc1ccc2c(c1)OCCO2 | 0.1 |
| CCCN1[C@@H]2c3ccc(-c4ccccc4)c(=O)n3C[C@H]1[C@H](CO)[C@H]2C(=O)N1CCCCC1 | 2.8 |
| O=C(NCCO)c1cccc(-c2cc(Nc3ccc(OC(F)(F)F)cc3)ncn2)c1 | 2.0 |
| C[C@@H]1CN([C@H](C)CO)C(=O)c2ccccc2-c2ccccc2CO[C@@H]1CN(C)Cc1ccc(-c2ccccc2)cc1 | 0.8 |
